S1P4 agonist = agonists of human S1P4 receptor; O95977; activation, % at 4.98 µM; 220,000 compounds, 0.35% hits; S1P4-expressing cell line, agonist reporter assay; in the data active = activation above about 11%;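 note: 0% = DMSO vehicle and 100% = reference agonist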
CHOP inh = CHOP inhibition in unfolded protein response; 220,000 compounds, 3.8% hits; CHO-K1 CHOP-promoter luciferase, tunicamycin-induced, 15-18 h; inhibition, % at 10 µM;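 active = compounds that reduced the stress-induced luciferase reporter signal by more than about 70% of percent inhibition, limit read from the data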;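 note: 0% = tunicamycin plus vehicle and 100% = wells without tunicamycin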
NPY-Y2 PAM-ag = human NPY-Y2 potentiation or agonism, primary screen; P49146; cells expressing NPY-Y2, potentiator/agonist read-out; activation, % at 3.6 µM; 220,000 compounds, 0.45% hits; in the data active = activation above about 27%;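 note: cells stimulated with NPY near EC25 plus isoproterenol at EC100; 0% = vehicle plus submaximal agonist and 100% = vehicle plus saturating agonist; some results beyond the cut were filed as inactive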
Target sequence (P49146 whole entry, looked up): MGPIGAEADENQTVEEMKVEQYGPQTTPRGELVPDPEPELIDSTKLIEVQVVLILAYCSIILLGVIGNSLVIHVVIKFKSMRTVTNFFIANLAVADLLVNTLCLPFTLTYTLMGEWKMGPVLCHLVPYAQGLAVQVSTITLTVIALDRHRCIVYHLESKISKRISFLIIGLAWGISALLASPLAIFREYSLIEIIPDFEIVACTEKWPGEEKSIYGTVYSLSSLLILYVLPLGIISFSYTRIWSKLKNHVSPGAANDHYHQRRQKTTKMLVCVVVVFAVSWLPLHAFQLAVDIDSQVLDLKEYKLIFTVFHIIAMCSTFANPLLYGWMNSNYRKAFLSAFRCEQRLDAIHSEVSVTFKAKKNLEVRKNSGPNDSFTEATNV
BaF3 parental = reduces parental Ba/F3 cell viability, JAK2V617F counter-screen; CellTiter-Glo ATP luminescence; inhibition, % at 5.6 µM; 220,000 compounds, 1.1% hits;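 active = inhibition above a per-campaign cutoff, the mean inhibition of all tested compounds plus 3 SD, cut at about 27% in these data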;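 note: 0% = DMSO wells and 100% = JAK Inhibitor I control wells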
S1P4 antagonist = human S1P4 receptor antagonism; O95977; S1P4-expressing cells, antagonist mode, reporter read-out; inhibition, % at 4.98 µM; 220,000 compounds, 0.26% hits; in the data active = inhibition above about 29%;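 note: 0% = wells stimulated with agonist and 100% = vehicle wells without agonist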
Ba/F3 V617F tox = loss of viability in JAK2V617F-driven Ba/F3 cells; Ba/F3 EpoR-JAK2V617F viability, ATP luminescence; inhibition, % at 5.6 µM; 220,000 compounds, 1.1% hits;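 active = inhibition above the campaign mean plus 3 SD over all tested compounds, cut at about 24% in these data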;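 note: cytokine-independent growth of Ba/F3 cells driven by EpoR plus mutant JAK2; 0% = DMSO-treated cells and 100% = JAK inhibitor I control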
NPY Y1 blocker = blocks the human neuropeptide Y Y1 receptor. AID 1040. HEK293-CNG Y1 cells, membrane potential fluorescence; NPY at EC95, then isoproterenol. inhibition, % at 3.6 µM. 200,000 compounds, 1% hits;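 active = inhibition above the campaign mean inhibition of all tested compounds plus 3 SD, cut at about 20% in these data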;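 note: 0% = DMSO wells given NPY plus isoproterenol and 100% = isoproterenol alone without NPY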
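Assay system: HEK293 cells with Y1 receptor plus CNG channel | Probe or stimulus: NPY (25 nM), isoproterenol (1 µM), Ro 20-1724 (25 µM) | Timing: Compound incubation 1 h at room temperature, readout 45 min post-stimulation | Measured by: Membrane-potential fluorescent dye readout | Benchmarks: High control isoproterenol alone, low control NPY with isoproterenol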
p47phox inh = inhibitors of human p47phox binding; P14598; p47phox/p22phox peptide binding, fluorescence polarization, 2 h; inhibition, % at 24.7 µM; 220,000 compounds, 0.53% hits; AID 1274;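 active = inhibition above about 30%, limit read from the data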;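 note: 0% = p47phox with labelled peptide and 100% = labelled peptide alone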
Target sequence (P14598 whole entry, looked up): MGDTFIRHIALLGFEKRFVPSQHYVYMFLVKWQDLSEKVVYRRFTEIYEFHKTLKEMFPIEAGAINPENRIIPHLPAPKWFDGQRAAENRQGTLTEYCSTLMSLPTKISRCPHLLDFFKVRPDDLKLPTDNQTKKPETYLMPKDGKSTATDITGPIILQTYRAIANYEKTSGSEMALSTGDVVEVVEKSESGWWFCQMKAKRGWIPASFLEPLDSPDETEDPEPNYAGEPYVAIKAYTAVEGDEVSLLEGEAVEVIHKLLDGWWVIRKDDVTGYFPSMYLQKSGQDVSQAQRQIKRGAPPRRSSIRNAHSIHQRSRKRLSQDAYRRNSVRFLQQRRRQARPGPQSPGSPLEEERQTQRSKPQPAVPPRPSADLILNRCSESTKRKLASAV
NPY-Y1 PAM-ag = human NPY-Y1 potentiation or agonism, primary screen | activation, % at 3.6 µM | NPY-Y1 expressing cells, potentiator/agonist activation | 220,000 compounds, 0.37% hits | P25929 | AID 1304; in the data active = activation above about 33%, passing the limit was not always enough;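 note: cells stimulated with NPY at EC10 then isoproterenol at EC100; 0% = low agonist plus stimulus and 100% = saturating agonist plus stimulus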
* hit, by the source's call; x = not tested or not shown.

SMILES	S1P4 agonist	CHOP inh	NPY-Y2 PAM-ag	BaF3 parental	S1P4 antagonist	Ba/F3 V617F tox	NPY Y1 blocker	p47phox inh	NPY-Y1 PAM-ag
N#CCCN(Cc1ccccc1)C(=O)Nc1ccc(F)cc1	1.1	-6	-8	0	7	-7	x	-6	-26
Cc1ccc(-n2ncc3c2ncn2nc(-c4ccco4)nc32)c(C)c1	1.6	105*	0	3	-12	1	1	-35	-27
O=S(=O)(c1ccc(Cl)cc1)c1snnc1-c1ccccc1	-2.1	x	-1	33*	36*	44*	5	-2	-23
CCn1c(=O)cc(SCC(=O)Nc2ccc(C)cn2)c2ccccc21	0.4	7	3	3	-16	0	-2	-14	6
N#C/C(=C\c1ccc(O)c([N+](=O)[O-])c1)c1nc2ccccc2s1	1.6	12	7	3	-20	-1	-7	-60	39*
COc1cc2c(C(=O)NCc3ccccn3)cn(C)c(=O)c2cc1OC	-0.1	47	14	3	-5	-2	-10	-11	34
COc1ccc(NC(=O)CCn2nc(C)cc2C)cc1	-1.2	45	9	2	-8	-2	0	56*	10
COc1ccc(C2CC(=O)C(C=NCCN3CCOCC3)=C(O)C2)cc1 (stereo not given)	1.4	-9	-10	9	-4	5	3	-6	-10
Cc1cccc(N2C(=O)C3CC3C2=O)c1 (stereo not given)	0.0	12	8	-1	-10	0	-3	-4	1
Cn1nc(C(C)(C)C)cc1C(=O)Nc1nc2c(s1)C(=O)CC(C)(C)C2	0.1	2	-2	1	-18	-1	1	-12	5
Clc1ccc(N2CCOCC2)nn1	3.4	-18	-5	7	0	-2	-1	-1	1
COc1ccc(CNC(=O)C(CCSC)NS(=O)(=O)c2ccccc2F)cc1 (stereo not given)	0.2	12	3	5	-9	0	-2	-4	4
COc1ccc(C2C(C(=O)N3CCCCC3)CCC(=O)N2c2cc(OC)c(OC)c(OC)c2)cc1 (stereo not given)	-0.2	-14	3	7	-2	3	5	-11	0
O=C(O)C1C2C=CC(C2)C1C(=O)OCC1CCCO1 (stereo not given)	-0.2	26	0	5	-43	-3	-2	-10	13
CCCCn1c(N)c(C(=S)NC(=O)CC(C)C)c(=O)n(C)c1=O	1.0	-11	8	5	-6	2	6	-12	-13

Reformatted with bars between the fields: part of the list above.
mol | S1P4 agonist | CHOP inh | NPY-Y2 PAM-ag | BaF3 parental | S1P4 antagonist | Ba/F3 V617F tox | NPY Y1 blocker | p47phox inh | NPY-Y1 PAM-ag
N#C/C(=C\c1ccc(O)c([N+](=O)[O-])c1)c1nc2ccccc2s1 | 1.6 | 12 | 7 | 3 | -20 | -1 | -7 | -60 | 39*
COc1cc2c(C(=O)NCc3ccccn3)cn(C)c(=O)c2cc1OC | -0.1 | 47 | 14 | 3 | -5 | -2 | -10 | -11 | 34
COc1ccc(NC(=O)CCn2nc(C)cc2C)cc1 | -1.2 | 45 | 9 | 2 | -8 | -2 | 0 | 56* | 10
COc1ccc(C2CC(=O)C(C=NCCN3CCOCC3)=C(O)C2)cc1 (stereo not given) | 1.4 | -9 | -10 | 9 | -4 | 5 | 3 | -6 | -10
Cc1cccc(N2C(=O)C3CC3C2=O)c1 (stereo not given) | 0.0 | 12 | 8 | -1 | -10 | 0 | -3 | -4 | 1
Cn1nc(C(C)(C)C)cc1C(=O)Nc1nc2c(s1)C(=O)CC(C)(C)C2 | 0.1 | 2 | -2 | 1 | -18 | -1 | 1 | -12 | 5
Clc1ccc(N2CCOCC2)nn1 | 3.4 | -18 | -5 | 7 | 0 | -2 | -1 | -1 | 1
COc1ccc(CNC(=O)C(CCSC)NS(=O)(=O)c2ccccc2F)cc1 (stereo not given) | 0.2 | 12 | 3 | 5 | -9 | 0 | -2 | -4 | 4
COc1ccc(C2C(C(=O)N3CCCCC3)CCC(=O)N2c2cc(OC)c(OC)c(OC)c2)cc1 (stereo not given) | -0.2 | -14 | 3 | 7 | -2 | 3 | 5 | -11 | 0
O=C(O)C1C2C=CC(C2)C1C(=O)OCC1CCCO1 (stereo not given) | -0.2 | 26 | 0 | 5 | -43 | -3 | -2 | -10 | 13
CCCCn1c(N)c(C(=S)NC(=O)CC(C)C)c(=O)n(C)c1=O | 1.0 | -11 | 8 | 5 | -6 | 2 | 6 | -12 | -13

New compounds follow:
SMILES	S1P4 agonist	CHOP inh	NPY-Y2 PAM-ag	BaF3 parental	S1P4 antagonist	Ba/F3 V617F tox	NPY Y1 blocker	p47phox inh	NPY-Y1 PAM-ag
C=CCn1c(SCc2nc3ccccc3[nH]2)nnc1-c1cccc(OC)c1	-0.9	23	-19	6	-19	2	3	-14	-10
CCOC(=O)N1CCN(C(=O)Cc2ccc(-n3c(=S)[nH]c4ccccc4c3=O)cc2)CC1	0.7	14	15	6	4	1	1	1	4
Clc1ccc(-c2ccnc(Oc3cc(Cl)ccc3Cl)n2)cc1	1.1	0	-5	4	-2	4	-8	13	-9
CN1C(=S)SC(C)(C)C1N(O)C(=O)Nc1ccc(Cl)cc1 (stereo not given)	0.1	8	3	3	-2	5	0	-34	-13
CCN(Cc1ccccc1)Cc1nnnn1Cc1ccccc1	5.7	4	-2	7	-1	-1	7	3	2
CCOc1ncccc1C(=O)OCC(=O)c1c(N)n(C)c(=O)n(C)c1=O	-0.6	86*	12	1	-18	-3	-3	-11	17
COc1cc(Br)cc2cc(C(=O)NCC3CCCO3)c(=O)oc12 (stereo not given)	1.8	-12	1	-7	-2	-3	3	-2	12
CCc1c(O)c(-c2ccccc2)c(=O)n(-c2ccccn2)c1-c1ccccc1	0.7	5	-5	-6	12	0	x	-3	-9
O=C(Nc1ccccc1)Nc1nnc(/C=C/c2ccccc2Cl)s1	0.2	66	2	2	-4	-5	2	-12	6
CCOCCCNC(=O)CN1C(=O)/C(=C/c2ccccc2C)Sc2ccccc21	1.9	11	-11	7	-15	1	2	-2	-9
O=C(/C=C/c1ccco1)N1CCCC(c2ccccc2)C1 (stereo not given)	-1.2	-6	10	3	-12	-4	5	-19	18
CCc1cc2cc(C(=O)N3CCN(Cc4ccccc4)CC3)sc2s1	0.1	2	-38	1	8	-1	6	-16	-6
CCO[C@H]1OC(C(=O)N2CCOCC2)=C[C@@H](C)[C@@H]1CCCO	-0.8	13	0	1	5	-1	-3	x	-21
CCCC(=O)OCCNc1cc(SCCC(=O)OC)c2nonc2c1[N+](=O)[O-]	-3.4	2	5	-1	-29	-3	-3	2	-9
Cc1cc2occ(CC(=O)O)c2cc1C	1.7	46	-6	4	-26	1	11	-11	-31
CC(=O)Oc1ccc2c(=O)c(N3C(=O)c4ccccc4C3=O)c(C)oc2c1C	0.2	46	2	6	19	-1	-3	8	0
COc1ccc(OC)c(NC(=O)CN(c2ccc(C)cc2)S(=O)(=O)c2c(C)noc2C)c1	0.5	-1	4	0	14	-1	9	-20	4
O=C(NCCCN1CCN(c2ccccc2F)CC1)C1CCC(=O)N1C1CCCCC1 (stereo not given)	0.7	37	-1	0	-15	-2	-6	-19	3
CSc1nc2c(cc1C#N)CCC2	0.6	23	-12	0	-1	-2	x	-9	5
COc1ccc(CNC(=O)Cc2c(C(=O)O)[nH]c3ccccc23)cc1	-1.0	12	-12	-2	-15	-1	4	-14	-4
COC(=O)c1ccc(NC(=O)COc2ccc([N+](=O)[O-])cc2)cc1	0.8	-8	-21	0	-5	4	x	-2	-18
CC(=O)N1CCC(=NNS(=O)(=O)c2cccc([N+](=O)[O-])c2)CC1	-2.9	41	-7	0	-16	-3	-4	-17	-9
O=C(OCC#CCSc1nnc(-c2cccc3ccccc23)o1)c1ccco1	-0.2	-17	-1	4	-20	-3	-5	8	0
Cc1ccc2c(C)nc(N/C(N)=N/S(=O)(=O)c3ccc([N+](=O)[O-])cc3)nc2c1	1.7	37	-1	2	-6	-3	2	-7	0
CC(=O)NC(=S)Nc1ccc(S(=O)(=O)N(C)Cc2ccccc2)cc1	0.1	16	6	13	-9	7	-2	-11	-2
COC(=O)/C=C1\SC(=NC(=O)c2ccc(C)cc2)NC1=O	-0.3	-11	-10	7	4	-1	3	-9	3
COc1ccc(OC)c(NC(=S)N2CCC(C(O)(c3ccccc3)c3ccccc3)CC2)c1	0.2	13	1	5	1	0	-5	-9	15
C(=C\c1ccccc1)/CSc1nnc(-c2cccnc2)o1	0.4	65	-22	-2	-21	-2	11	-1	-31
COc1ccc(OC)c(NC(=O)CSc2nnc(-c3cccnc3)s2)c1	1.7	21	7	1	-6	-2	0	2	19
CS(=O)(=O)c1cnc(-c2ccccc2)nc1-c1ccc(Cl)c(Cl)c1	-2.0	-8	4	0	-4	-3	0	3	0
CS(=O)(=O)N1CCN(C(=O)c2cc3ccccc3oc2=O)CC1	0.6	24	6	5	-12	-1	1	-3	-13
CCCCNc1c([N+](=O)[O-])cc(C(=O)O)cc1[N+](=O)[O-]	1.1	18	-3	4	-8	-2	0	1	-16
CCCNC(=O)C1CN(S(=O)(=O)c2ccccc2)CCN1S(=O)(=O)c1ccccc1 (stereo not given)	0.9	38	-9	-2	-2	-1	3	5	-29
Cc1cccc(N2CCN(S(=O)(=O)c3ccc4[nH]c(=O)c(=O)[nH]c4c3)CC2C)c1 (stereo not given)	1.6	-11	-6	1	-1	-2	-5	-2	17
CCOC(=O)C1=NNC2C(=O)N(CC)C(=O)C12 (stereo not given)	-1.6	-13	3	3	-4	0	1	-6	-12
COCCN1CCn2c(nc3cc(NC(=O)c4ccc(OC)cc4)ccc32)C1	-4.1	4	6	4	4	-2	-3	4	11
O=C(O)CCCCNS(=O)(=O)c1ccc(Cl)c(C(F)(F)F)c1	-0.1	5	21	1	-9	-2	-5	-4	-1
C=CCN(C)NC(=S)Nc1ccccc1	-1.6	-5	1	-1	-3	-6	1	-12	12
N#Cc1ccccc1Cn1c(=O)n(-c2ccc(CC(=O)NCc3ccco3)cc2)c(=O)c2sccc21	0.1	51	12	5	6	-1	2	-8	9
Cc1ccccc1NC(=O)CN1C(=O)COc2ccc(Cl)cc21	0.9	-18	-5	5	-1	-4	10	-8	5
Cc1cc(C(=O)CN2C(=O)NC3(CCCc4sccc43)C2=O)c(C)n1-c1ccc(Cl)cc1 (stereo not given)	1.1	55	3	10	-15	0	0	-15	20
CC1(C)CC(CCC(=O)NC(=S)Nc2ccccc2Cl)C(=O)O1 (stereo not given)	0.0	24	12	3	-12	0	-3	-3	0
O=C(CC12CC3CC(C1)CC(CC(=O)N1CCCC1)(C3)C2)N1CCCC1	-0.2	-29	-3	6	-1	-3	1	-5	4
CCC(C)[C@H](NC(=O)NCCCn1ccnc1)C(=O)OC (stereo not given in full)	1.9	-1	4	-2	-22	-3	5	-10	-2
COC1=CCC2([N+](=O)[O-])CN(CCO)CC1([N+](=O)[O-])C2 (stereo not given)	0.8	8	25	6	-7	-1	1	-10	18
CCOc1ccc(CCNC(=O)C2CCC(=O)N2CCc2ccccc2)cc1OCC (stereo not given)	-0.9	14	-5	6	-7	1	4	-13	0

Rewritten with each value named: 2 of the compounds above.
> CCC(C)[C@H](NC(=O)NCCCn1ccnc1)C(=O)OC (stereo not given in full)
  S1P4 agonist: 1.9; CHOP inh: -1; NPY-Y2 PAM-ag: 4; BaF3 parental: -2; S1P4 antagonist: -22; Ba/F3 V617F tox: -3; NPY Y1 blocker: 5; p47phox inh: -10; NPY-Y1 PAM-ag: -2
> Cc1cc(C(=O)CN2C(=O)NC3(CCCc4sccc43)C2=O)c(C)n1-c1ccc(Cl)cc1 (stereo not given)
  S1P4 agonist: 1.1; CHOP inh: 55; NPY-Y2 PAM-ag: 3; BaF3 parental: 10; S1P4 antagonist: -15; Ba/F3 V617F tox: 0; NPY Y1 blocker: 0; p47phox inh: -15; NPY-Y1 PAM-ag: 20

Bioassay records deposited in PubChem by several laboratories.

No enrichment for hits; overall some 7.1% were active at least once.
